Source: PubChem
APJ antagonist = blocks the human apelin receptor APJ; CHO-K1 APJ beta-arrestin complementation, luminescence; P35414; inhibition, % at 20 µM; 330,000 compounds, 0.32% hits;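 active means inhibition above about 40% at 20 µM, limit read from the data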;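 further: cells challenged with 10 nM apelin-13 agonist together with compound; plate controls were apelin-13 plus DMSO wells for no effect and DMSO wells lacking apelin-13 for full effect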
Target sequence (P35414 whole entry, looked up): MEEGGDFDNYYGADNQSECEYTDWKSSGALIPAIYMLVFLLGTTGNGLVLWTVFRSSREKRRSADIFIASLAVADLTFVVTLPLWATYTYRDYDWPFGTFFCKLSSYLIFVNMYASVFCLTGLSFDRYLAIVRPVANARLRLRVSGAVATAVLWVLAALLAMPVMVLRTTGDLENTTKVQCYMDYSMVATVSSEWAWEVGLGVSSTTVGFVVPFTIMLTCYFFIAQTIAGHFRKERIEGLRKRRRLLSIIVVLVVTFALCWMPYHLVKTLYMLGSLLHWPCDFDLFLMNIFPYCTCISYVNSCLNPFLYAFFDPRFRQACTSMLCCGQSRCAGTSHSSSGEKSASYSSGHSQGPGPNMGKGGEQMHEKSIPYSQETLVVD
tim10-1 inh = growth inhibitors of tim10-1 mutant yeast | 330,000 compounds, 2.2% hits | inhibition, % at 20 µM | S. cerevisiae tim10-1 ts strain growth, BacTiter-Glo, 24 h;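 active means inhibition of at least 40%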;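 further: mutant grown at 25 °C; 0% = DMSO wells with yeast and 100% = wells holding no yeast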
CXCR6 inh = inhibitors of human CXCR6 receptor | CHO-K1 PathHunter CXCR6 beta-arrestin, luminescence | O00574 | AID 602244 | 360,000 compounds, 0.36% hits | inhibition, % at 20 µM; in the data active means inhibition above about 34%, passing the limit was not always enough;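 further: antagonist mode with CXCL16 agonist at 10 nM final; 0% = 10 nM CXCL16 with DMSO and 100% = unstimulated wells without agonist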
Target sequence (O00574 whole entry, looked up): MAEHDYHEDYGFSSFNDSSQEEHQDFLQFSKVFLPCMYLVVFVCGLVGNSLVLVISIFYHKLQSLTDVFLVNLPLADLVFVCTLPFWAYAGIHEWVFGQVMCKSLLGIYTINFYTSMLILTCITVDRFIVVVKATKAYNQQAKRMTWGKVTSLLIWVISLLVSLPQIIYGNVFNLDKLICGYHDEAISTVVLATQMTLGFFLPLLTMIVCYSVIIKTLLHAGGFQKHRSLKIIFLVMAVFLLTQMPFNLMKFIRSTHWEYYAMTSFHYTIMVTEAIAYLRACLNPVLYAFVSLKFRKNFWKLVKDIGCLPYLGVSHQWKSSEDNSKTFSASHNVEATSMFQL
APJ ag = activates the human apelin receptor APJ | activation, % at 20 µM | 330,000 compounds, 0.11% hits | CHO-K1 APJ PathHunter beta-arrestin, luminescence; 0% DMSO wells, 100% apelin;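 active means activation more than six SD over the plate average, tested at 20 µM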;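 further: 0% = DMSO alone and 100% = apelin-13 at 10 nM; some results filed as inactive read as strong as hits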
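Assay system: CHO-K1 APJ beta-arrestin complementation cell line / Compound: single test compound dose, 20 µM final, 1% DMSO / Times: overnight seeding, 90 min compound at 25 °C, 1 h detection / Technique: beta-gal luminescence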
XBP1 UPR activ = adaptive UPR (XBP1) activation | CHO-XBP1 luciferase reporter, IRE1-XBP1 UPR activation, luminescence; percent of tunicamycin response, DMSO as zero | activation, % at 20 µM | 330,000 compounds, 0.33% hits;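 active means versus positive control, 20 µM dose yields 30% or more activation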;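 further: 100% = tunicamycin at 10 µg/mL and 0% = DMSO only wells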
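Material: CHO cell line with stable XBP1 luciferase reporter; buffer or medium: F12 medium containing 10% fetal bovine serum; compound: single point, 20 µM final compound, 1% DMSO; incubation: 6 h treatment, 37 °C; measured by: glow luminescence from Steady-Glo reagent; evaluation: activation, % of tunicamycin; control set: tunicamycin high, DMSO low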
UPR CHOP act = apoptotic UPR (CHOP) activation | CHO-CHOP luciferase reporter, luminescence; percent of tunicamycin response over DMSO baseline | activation, % at 10 µM | 330,000 compounds, 0.34% hits | AID 449763;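 active means at 10 µM dose, activation of 40% or more, normalized to positive control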;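 further: 100% = tunicamycin at 10 µg/mL and 0% = DMSO alone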
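System: CHO-CHOP luciferase reporter cell line | Buffer or medium: F12 medium containing 10% fetal bovine serum | Doses: One dose, 10 µM in 0.5% DMSO | Times: 6 h compound exposure at 37 °C after overnight seeding | Signal: Luciferase luminescence | Read-out: % activation vs tunicamycin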
Mdm2 MdmX PPI = inhibitors of human Mdm2/MdmX interaction. O15151+Q00987. AID 485346. SaOS-2 split-luciferase Mdm2/MdmX complementation, luminescence. inhibition, % at 8 µM. 330,000 compounds, 3% hits;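 active means inhibition of at least 50% at 8 µM in the primary screen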
tim23-1 inh = tim23-1 yeast growth inhibition. S. cerevisiae tim23-1 growth, BacTiter-Glo luminescence, 24 h. inhibition, % at 20 µM. 330,000 compounds, 1.3% hits. AID 463212;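 active means growth inhibition of the mutant yeast at or above 50%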;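 further: temperature-sensitive mutant grown at 25 °C; plate controls were DMSO-treated mutant yeast for no effect and medium wells lacking yeast for full effect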
TIM10 inh = growth inhibitors of TIM10 yeast strain | S. cerevisiae TIM10 strain growth, BacTiter-Glo luminescence, 24 h | inhibition, % at 10 µM | 330,000 compounds, 1.4% hits;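 active means inhibition of 40% or more at the single tested concentration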;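 further: wild-type TIM10 isogenic control strain grown at permissive 25 °C; 0% = DMSO yeast wells and 100% = minimal medium wells without yeast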
An asterisk follows results filed as active.

How did O=C(Cn1cnc2c(cnn2-c2ccc(F)cc2)c1=O)N1CCCc2ccccc21 do in these assays?
APJ antagonist: -1; tim10-1 inh: 0; CXCR6 inh: 8; APJ ag: -1; XBP1 UPR activ: 9; UPR CHOP act: -1.1; Mdm2 MdmX PPI: 27; tim23-1 inh: 25; TIM10 inh: 30

Results for CC12CCC(C(=O)NCCCn3ccnc3)(OC1=O)C2(C)C (stereo not drawn) ?
APJ antagonist: 12; tim10-1 inh: 16; CXCR6 inh: 1; APJ ag: 0; XBP1 UPR activ: -3; UPR CHOP act: -0.6; Mdm2 MdmX PPI: -21; tim23-1 inh: -1; TIM10 inh: 6

How did O=C(CCCc1nc2ccccc2s1)Nc1nccs1 do in these assays?
APJ antagonist: 8; tim10-1 inh: -14; CXCR6 inh: -9; APJ ag: 8; XBP1 UPR activ: 1; UPR CHOP act: 0.4; Mdm2 MdmX PPI: -8; tim23-1 inh: -7; TIM10 inh: 11

How did CCC(=O)c1ccc(OCc2ccc(C(=O)c3ccccc3)cc2)cc1 do in these assays?
APJ antagonist: 15; tim10-1 inh: 6; CXCR6 inh: 6; APJ ag: -4; XBP1 UPR activ: -1; UPR CHOP act: 2.2; Mdm2 MdmX PPI: 9; tim23-1 inh: 10; TIM10 inh: -2

Results for O=C(NN1C(=O)C2CC=C(Cl)CC2C1=O)c1ccncc1 (stereo not drawn) ?
APJ antagonist: -7; tim10-1 inh: 4; CXCR6 inh: -2; APJ ag: -1; XBP1 UPR activ: -4; UPR CHOP act: 2.4; Mdm2 MdmX PPI: 13; tim23-1 inh: 11; TIM10 inh: 5

Results for CC(C)(C)OC(=O)NNC(=S)NCc1ccc(Cl)cc1 ?
APJ antagonist: 0; tim10-1 inh: 13; CXCR6 inh: -5; APJ ag: -3; XBP1 UPR activ: -1; UPR CHOP act: -2.0; Mdm2 MdmX PPI: -4; tim23-1 inh: -6; TIM10 inh: -1

How did Cc1nc(CNC(=O)c2cc(COc3c(F)cccc3F)on2)cs1 do in these assays?
APJ antagonist: -11; tim10-1 inh: -18; CXCR6 inh: -16; APJ ag: -2; XBP1 UPR activ: 2; UPR CHOP act: 2.0; Mdm2 MdmX PPI: 2; tim23-1 inh: 5; TIM10 inh: -6

Results for CC1CCCCC1NC(=O)c1ccc(CNc2c(N3CCCC3)c(=O)c2=O)cc1 (stereo not drawn) ?
APJ antagonist: 4; tim10-1 inh: -3; CXCR6 inh: -4; APJ ag: -1; XBP1 UPR activ: -1; UPR CHOP act: -1.0; Mdm2 MdmX PPI: 26; tim23-1 inh: -3; TIM10 inh: 3

How did CC1Oc2ccccc2C=C1/C=N\NC(=O)c1cccnc1 (stereo not drawn) do in these assays?
APJ antagonist: -3; tim10-1 inh: -9; CXCR6 inh: 0; APJ ag: -3; XBP1 UPR activ: 3; UPR CHOP act: 5.4; Mdm2 MdmX PPI: 0; tim23-1 inh: 12; TIM10 inh: 4

How did CCOCC(=O)Nc1ccc([N+](=O)[O-])cc1Cl do in these assays?
APJ antagonist: 4; tim10-1 inh: 18; CXCR6 inh: -1; APJ ag: 2; XBP1 UPR activ: 0; UPR CHOP act: 0.7; Mdm2 MdmX PPI: -2; tim23-1 inh: 16; TIM10 inh: -1

How did Cc1nn(CC(=O)N(C)Cc2ccc(F)cc2)c(C)c1[N+](=O)[O-] do in these assays?
APJ antagonist: 9; tim10-1 inh: 2; CXCR6 inh: -11; APJ ag: -2; XBP1 UPR activ: -4; UPR CHOP act: -1.2; Mdm2 MdmX PPI: -5; tim23-1 inh: 7; TIM10 inh: 3

Results for COc1ccc([C@@H]2[C@@H]3C(=O)N(C(C)(C)C)C(=O)[C@@H]3[C@]3(Cc4ccccc4)C(=O)N(c4ccc(C)cc4)C(=O)N23)cc1 ?
APJ antagonist: -52; tim10-1 inh: 4; CXCR6 inh: 6; APJ ag: 2; XBP1 UPR activ: -2; UPR CHOP act: 2.1; Mdm2 MdmX PPI: 39; tim23-1 inh: 13; TIM10 inh: -4

What do the screens show for `COc1ccc(S(=O)(=O)N2CCOC2CNC(=O)C(=O)NCCCN2CCOCC2)cc1` (stereo not drawn)?
APJ antagonist: 3; tim10-1 inh: 9; CXCR6 inh: -5; APJ ag: -6; XBP1 UPR activ: -4; UPR CHOP act: -0.8; Mdm2 MdmX PPI: 26; tim23-1 inh: 0; TIM10 inh: -4

What do the screens show for `O=C1NC(=O)C2(CCCCCCCCCCC2)N1`?
APJ antagonist: -13; tim10-1 inh: 0; CXCR6 inh: 5; APJ ag: -6; XBP1 UPR activ: 3; UPR CHOP act: -0.6; Mdm2 MdmX PPI: 24; tim23-1 inh: -4; TIM10 inh: 0

How did S=c1nc(-c2ccccc2Br)[nH][nH]1 do in these assays?
APJ antagonist: -13; tim10-1 inh: 10; CXCR6 inh: -8; APJ ag: 4; XBP1 UPR activ: 0; UPR CHOP act: -1.9; Mdm2 MdmX PPI: 8; tim23-1 inh: 14; TIM10 inh: -17

Results for CC1CCC2(CC1)NC(=O)N(CC(=O)Nc1ccccc1-c1ccccc1)C2=O (stereo not drawn) ?
APJ antagonist: 8; tim10-1 inh: 8; CXCR6 inh: 5; APJ ag: -1; XBP1 UPR activ: -2; UPR CHOP act: 1.6; Mdm2 MdmX PPI: 8; tim23-1 inh: 15; TIM10 inh: 9

What do the screens show for `Cc1cc(S(=O)(=O)N2CCN(c3ccccc3C)CC2)ccc1F`?
APJ antagonist: -4; tim10-1 inh: 26; CXCR6 inh: -5; APJ ag: -3; XBP1 UPR activ: 0; UPR CHOP act: -0.2; Mdm2 MdmX PPI: 2; tim23-1 inh: 28; TIM10 inh: 16

What do the screens show for `COc1ccc(-n2c(SCC(=O)N/N=C/c3ccccc3OCC(=O)O)nc3ccccc3c2=O)cc1`?
APJ antagonist: 3; tim10-1 inh: 14; CXCR6 inh: -5; APJ ag: -3; XBP1 UPR activ: -2; UPR CHOP act: -0.3; Mdm2 MdmX PPI: 32; tim23-1 inh: 22; TIM10 inh: 9

Results for Cc1c(C=O)c2ccccc2n1CC(=O)NCc1ccccc1 ?
APJ antagonist: -8; tim10-1 inh: 9; CXCR6 inh: 4; APJ ag: 0; XBP1 UPR activ: -2; UPR CHOP act: -0.7; Mdm2 MdmX PPI: 6; tim23-1 inh: 15; TIM10 inh: -3

What do the screens show for `CCC(C)NC(=O)C1CCC(=O)N(c2cc(OC)c(OC)c(OC)c2)C1c1ccc(OC)cc1` (stereo not drawn)?
APJ antagonist: 13; tim10-1 inh: 3; CXCR6 inh: -1; APJ ag: -16; XBP1 UPR activ: -2; UPR CHOP act: 1.3; Mdm2 MdmX PPI: 21; tim23-1 inh: -3; TIM10 inh: 13

Results for CCn1cc(/C=C(\NC(=O)c2ccc(C)cc2)C(=O)NCCN2CCOCC2)c2ccccc21 ?
APJ antagonist: 6; tim10-1 inh: -5; CXCR6 inh: -14; APJ ag: 3; XBP1 UPR activ: -2; UPR CHOP act: -2.7; Mdm2 MdmX PPI: -8; tim23-1 inh: -3; TIM10 inh: 5

What do the screens show for `C/C(=N/NS(=O)(=O)c1ccccc1)c1ccc(Cl)cc1`?
APJ antagonist: 4; tim10-1 inh: 40; CXCR6 inh: 12; APJ ag: -3; XBP1 UPR activ: -1; UPR CHOP act: -0.7; Mdm2 MdmX PPI: -12; tim23-1 inh: 13; TIM10 inh: 32

Results for CC1=NNC(=O)C1CC(=O)N/N=C(\C)c1cccs1 (stereo not drawn) ?
APJ antagonist: 1; tim10-1 inh: -1; CXCR6 inh: -10; APJ ag: -2; XBP1 UPR activ: -3; UPR CHOP act: -1.6; Mdm2 MdmX PPI: 19; tim23-1 inh: 3; TIM10 inh: -8

What do the screens show for `Cc1cc(C(=O)N2CCCC(N3CCN(Cc4ccc5c(c4)OCO5)CC3)C2)n[nH]1` (stereo not drawn)?
APJ antagonist: -10; tim10-1 inh: 16; CXCR6 inh: 3; APJ ag: -3; XBP1 UPR activ: -4; UPR CHOP act: 2.7; Mdm2 MdmX PPI: 5; tim23-1 inh: 3; TIM10 inh: 0

What do the screens show for `O=Cc1ccc(N2CCCCC2)cc1`?
APJ antagonist: -2; tim10-1 inh: 4; CXCR6 inh: -3; APJ ag: -3; XBP1 UPR activ: -2; UPR CHOP act: 1.2; Mdm2 MdmX PPI: 10; tim23-1 inh: 6; TIM10 inh: 5

What do the screens show for `COc1cc(OC)cc(C(=O)Nc2nnc(-c3cccnc3)o2)c1`?
APJ antagonist: 3; tim10-1 inh: 20; CXCR6 inh: 5; APJ ag: -1; XBP1 UPR activ: 1; UPR CHOP act: 0.4; Mdm2 MdmX PPI: 18; tim23-1 inh: -1; TIM10 inh: -32

How did Cc1cccc(NC(=O)CN2CCc3cc4c(cc3C2)OCCCO4)c1 do in these assays?
APJ antagonist: 7; tim10-1 inh: 33; CXCR6 inh: 0; APJ ag: -3; XBP1 UPR activ: -4; UPR CHOP act: -2.5; Mdm2 MdmX PPI: 10; tim23-1 inh: 10; TIM10 inh: -1

What do the screens show for `OC(CNCc1cccc(Cl)c1)c1ccccc1` (stereo not drawn)?
APJ antagonist: 12; tim10-1 inh: 11; CXCR6 inh: -8; APJ ag: -3; XBP1 UPR activ: -4; UPR CHOP act: -1.0; Mdm2 MdmX PPI: 24; tim23-1 inh: -3; TIM10 inh: 3

What do the screens show for `O=S(=O)(c1ccccc1Br)N1CCC(O)(c2cccnc2)CC1`?
APJ antagonist: -3; tim10-1 inh: 20; CXCR6 inh: -5; APJ ag: -2; XBP1 UPR activ: 0; UPR CHOP act: -0.2; Mdm2 MdmX PPI: -3; tim23-1 inh: 14; TIM10 inh: -2

What do the screens show for `CC(C)CN(CCCNC(=O)CN1C(=O)COc2ccc(S(=O)(=O)N3CCC(C)CC3)cc21)CC(C)C`?
APJ antagonist: 9; tim10-1 inh: -2; CXCR6 inh: 3; APJ ag: -3; XBP1 UPR activ: -4; UPR CHOP act: 0.7; Mdm2 MdmX PPI: 24; tim23-1 inh: -5; TIM10 inh: -1

What do the screens show for `CCO[C@@H]1OC(C(=O)N2CCN(Cc3ccc4c(c3)OCO4)CC2)=C[C@H](c2ccc3c(c2)OCO3)[C@H]1CCCO`?
APJ antagonist: 8; tim10-1 inh: 7; APJ ag: -8; XBP1 UPR activ: -1; UPR CHOP act: 1.2; Mdm2 MdmX PPI: 25; tim23-1 inh: 3; TIM10 inh: 0

Grouped by structure: those above containing a nitro group on carbon
How did CCOCC(=O)Nc1ccc([N+](=O)[O-])cc1Cl do in these assays?
APJ antagonist: 4; tim10-1 inh: 18; CXCR6 inh: -1; APJ ag: 2; XBP1 UPR activ: 0; UPR CHOP act: 0.7; Mdm2 MdmX PPI: -2; tim23-1 inh: 16; TIM10 inh: -1

How did Cc1nn(CC(=O)N(C)Cc2ccc(F)cc2)c(C)c1[N+](=O)[O-] do in these assays?
APJ antagonist: 9; tim10-1 inh: 2; CXCR6 inh: -11; APJ ag: -2; XBP1 UPR activ: -4; UPR CHOP act: -1.2; Mdm2 MdmX PPI: -5; tim23-1 inh: 7; TIM10 inh: 3

The list is partial; the hit share may differ from the screen's.
